# Bioassay records (PubChem)
# SMN2 splice up = SMN2 splice variant enhancement; Potency, µM (top dose mostly 46.1 µM), without a hit: at the highest dose activity change, positive = activation, actives largely listed as activators; actives 2.8% (n = 210,000); AID 1458; HEK293 SMN2-luciferase splicing reporter, luminescence, 30-36 h; further: % of control where 0% means no effect; nearly all actives have a fitted effect of over 55% in size
#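 HEK293 cells carry an SMN2 minigene-luciferase reporter in which exon 7 inclusion puts luciferase in frame. Cells were seeded at 2000 cells/well, attached for 10-12 hours, then exposed to compounds for 30-36 hours at 37C before ONE-Glo luminescence.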
# aGlu spleen mod = lysosomal alpha-glucosidase (human) modulation. P10253. human spleen homogenate, 4-MU-alpha-glucoside fluorescence. Potency, µM (titrated, usually from 79.9 µM), inactives show at the highest dose activity change, negative = inhibition, actives largely listed as inhibitors. actives 0.006% (n = 240,000). AID 2112;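 further: 0% = enzyme with vehicle and -100% = no enzyme basal signal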
#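 Compounds were titrated against alpha-glucosidase in spleen homogenate at pH 5.0, with 1 mM 4-methylumbelliferyl substrate for 40 min at 37 C. Reactions were quenched with pH 10 NaOH/glycine and fluorescence measured.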
# GoLoco inh red = blocks human Gai1 binding to RGS12 GoLoco peptide, red readout. P63096. Gai1:RGS12 GoLoco peptide FP, rhodamine, 10 min. Potency, µM (highest dose often 61.6 µM), without a hit: at the highest dose activity, negative = inhibition, hits mostly inhibitors. actives 0.44% (n = 230,000); active means well fitted inhibition curve with a large enough effect, not every such curve was filed as active; inactive means no such curve, though single readings can be large or run the other way; further: on the % scale 0 is the no-effect control and ±100 the full control effect; nearly all actives have a fitted effect of over 30% in size; many of its hits are not listed in these tables
# Target sequence (P63096 whole entry, looked up): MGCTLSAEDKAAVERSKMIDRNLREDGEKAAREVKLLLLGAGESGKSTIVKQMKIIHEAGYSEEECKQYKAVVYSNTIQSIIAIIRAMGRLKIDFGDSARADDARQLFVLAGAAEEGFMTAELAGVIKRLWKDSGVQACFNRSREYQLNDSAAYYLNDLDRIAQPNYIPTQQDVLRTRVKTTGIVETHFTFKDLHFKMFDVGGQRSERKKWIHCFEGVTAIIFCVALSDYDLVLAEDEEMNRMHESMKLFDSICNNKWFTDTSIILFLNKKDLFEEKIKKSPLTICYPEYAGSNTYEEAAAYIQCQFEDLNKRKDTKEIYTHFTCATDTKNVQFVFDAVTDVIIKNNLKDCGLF
# aGal spleen mod = inhibits or activates alpha-galactosidase in human spleen homogenate; P06280; human spleen homogenate, 4MU-alpha-Gal fluorescence, 40 min; Potency, µM (highest dose often 80 µM), without a hit: at the top dose activity change, negative = inhibition, most hits filed as inhibitors; actives 0.008% (n = 240,000); AID 2107;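 further: 0% = enzyme with vehicle and -100% = no enzyme basal signal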
# Target sequence (P06280 32-429 limits assumed): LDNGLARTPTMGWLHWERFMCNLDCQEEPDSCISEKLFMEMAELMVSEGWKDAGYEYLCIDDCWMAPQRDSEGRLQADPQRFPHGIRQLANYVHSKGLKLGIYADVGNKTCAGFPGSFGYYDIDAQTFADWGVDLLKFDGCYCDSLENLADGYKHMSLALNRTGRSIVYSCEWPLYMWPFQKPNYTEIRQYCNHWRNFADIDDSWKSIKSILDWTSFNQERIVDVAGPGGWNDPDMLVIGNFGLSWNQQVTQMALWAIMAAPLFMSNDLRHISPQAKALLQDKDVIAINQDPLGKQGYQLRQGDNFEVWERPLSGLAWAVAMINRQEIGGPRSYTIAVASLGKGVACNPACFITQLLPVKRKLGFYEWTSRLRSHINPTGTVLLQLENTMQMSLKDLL
#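 Human spleen homogenate (1 ug) as enzyme source, 4-methylumbelliferyl-alpha-D-galactopyranoside 1 mM final, citrate/phosphate pH 5.0 with 0.01% Tween-20. Compounds 40 min at 37C, NaOH/glycine stop; fluorescence Ex 365/Em 440, Hill-fit AC50.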
# GAA inh = inhibitors of human lysosomal alpha-glucosidase | P10253 | purified human GAA, 4-MU-alpha-glucoside fluorescence | Potency, µM (titrated, usually from 76.9 µM), for the others: top-dose activity change, negative = inhibition, most hits filed as inhibitors | actives 0.005% (n = 200,000) | AID 1466;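 further: plate controls were uninhibited enzyme wells for no effect and no-enzyme background for full effect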
#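 Enzyme (4 nM final) mixed with compound (up to 77 uM), then 4-MU-alpha-D-pyranoside (400 uM final) added; 20 min at room temperature, pH 5.0. Reaction stopped at pH 10, fluorescence read, AC50 derived by Hill fit.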
# ALDH1A1 block = blocks purified human ALDH1A1 activity | P00352 | Purified ALDH1A1, NADH fluorescence, propionaldehyde substrate | Potency, µM (highest dose often 75.3 µM), for the others: top-dose activity, negative = inhibition, usual class: inhibitors | actives 7.3% (n = 220,000); active means well fitted inhibition curve with a large enough effect, not every such curve was filed as active; inconclusive means small, poorly fitted or top-dose-only effect, or another doubt; inactive means no such curve, though single readings can be large or run the other way;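 further: plate controls were no enzyme wells and a reference inhibitor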
# KDM4E inh = inhibitors of human JMJD2E histone demethylase | B2RXH2 | JMJD2E catalytic domain, FDH-coupled NADH fluorescence (FDH is formaldehyde dehydrogenase) | Potency, µM (top dose mostly 57.1 µM), for inactives: at the highest dose activity change, negative = inhibition, actives largely listed as inhibitors | actives 1.6% (n = 230,000) | AID 2147; active means well fitted inhibition curve with a large enough effect, not every such curve was filed as active; inconclusive means small, poorly fitted or top-dose-only effect, or another doubt; inactive means no such curve, though single readings can be large or run the other way;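 further: 0% = wells with enzyme and -100% = buffer wells without enzyme; nearly all actives have a fitted effect of over 50% in size; many of its hits are not listed in these tables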
# Target sequence (B2RXH2 1-337 limits assumed): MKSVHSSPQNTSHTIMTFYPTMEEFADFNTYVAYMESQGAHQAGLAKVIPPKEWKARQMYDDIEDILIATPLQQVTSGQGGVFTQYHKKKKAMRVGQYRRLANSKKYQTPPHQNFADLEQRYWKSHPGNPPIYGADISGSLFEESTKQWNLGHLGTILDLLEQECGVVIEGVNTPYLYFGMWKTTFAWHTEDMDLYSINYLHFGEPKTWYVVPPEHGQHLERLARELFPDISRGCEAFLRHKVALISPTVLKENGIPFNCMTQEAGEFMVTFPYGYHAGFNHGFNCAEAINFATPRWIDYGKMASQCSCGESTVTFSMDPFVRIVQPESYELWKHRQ
# GAA glycogen = GAA glycogen-cleavage inhibition or activation. Potency, µM (doses to about 76.4 µM), inactives show at the highest dose activity change, negative = inhibition, most hits filed as inhibitors. recombinant GAA, glycogen substrate, Amplex Red glucose oxidase fluorescence. P10253. actives 0.38% (n = 300,000);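 further: 0% = full enzyme reaction and -100% = no-enzyme basal signal; the screen sought inhibitors and activators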
#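 qHTS, 1536-well; enzyme 4 nM final; cpd up to 77 uM; substrate bovine liver glycogen 30 ug; 50 mM citrate/phosphate pH 5.0, 0.01% Tween-20; 37 C, 40 min; Amplex Red detection 45 min RT; Hill fit → AC50.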
# * hit, by the source's call; ? = inconclusive; . = no result given; & = joins results of further samples; ! = not confirmed by another sample; [ ] = remark or other dose. Unless noted, the call rests on the fitted dose curve; in most records, active means well fitted curve in the direction sought with a large enough effect; inconclusive means small, poorly fitted or top-dose-only effect, or another doubt; inactive means no such curve, though single readings can be large; an effect the other way counts as inactive or inconclusive. Potency means the concentration at half of the fitted maximal effect.
SMILES,SMN2 splice up,aGlu spleen mod,GoLoco inh red,aGal spleen mod,GAA inh,ALDH1A1 block,KDM4E inh,GAA glycogen
O=C(Nn1c(-c2ccc(F)cc2)nc2ccccc2c1=O)C1CCCCC1,-14%,2%,-4%,-7%,-5%,?,1%,5%
COc1ccc(N2C(=O)C3CCCCC3C2=O)cc1NC(=O)c1ccccc1 (configuration not stated),.,-14%,10%,-11%,?,0.89µM*,4%,18%
COc1cc(-c2nnc3sc(-c4ccco4)nn23)cc(OC)c1OC,?,-3%,3%,-3%,-12%,?,2%,-1%
O=C(O)c1cc(N=Nc2ccc([N+](=O)[O-])cc2)ccc1O,14µM*!,4%,4%[14.2 µM],-5%,.,22µM*!,.,.
CN(C)S(=O)(=O)N(CC(=O)NCc1ccccc1)c1ccccc1,.,2%,4%,5%,-1%,-5%,9%,7%
Cc1cccc(NNC(N)=S)c1,8%,6%,-7%,12%,2%,8.9µM*,-3%,?
Nc1nc(SCC(=O)Nc2ccccc2)nc2nc3c(cc12)CCCC3,?,0%,53%[activator],3%,13%,-6%,?,1%
CC(Cc1ccccc1)NC(=S)CN1CCCC1=S (configuration not stated),.,-4%,3%,-3%,.,.,5%,2%
Cc1cccc(C(=O)NNC(=O)c2ccc(-c3ccccc3)cc2)c1,4%,-5%,17%,4%,-1%,1%,-5%,10%
COCC(COCCCNC(=O)Nc1ccc(Br)cc1)OC (configuration not stated),1%,-5%,-20%,0%,-5%,?,-4%,0%
Cn1cccc1C(=O)N1CCC2(CCCN(Cc3ccncc3)C2)CC1,-11%,-4%,5%,2%,.,?,.,.
CCOc1ccc2nc(N(CCN(CC)CC)C(=O)c3ccc([N+](=O)[O-])cc3)sc2c1,-17%,-1%,-3%,-5%,2%,12%,-5%,-3%
c1ccc2c(c1)nc(NC1CCCCC1)c1nncn12,?,-3%,5%,-2%,-1%,10µM*,8%,9%
COC(=O)CCC/C=C1/SCC(NC(=O)c2ccccc2)C1NC(C)=O (configuration not stated),-1%,-7%,8%,-9%,10%,7%,2%,21%
O=C(CNc1ccc2c(c1)OCO2)N/N=C\c1ccccc1Cl,1%,-3%,5%,-8%,-1%,?,?,4%
NC(=O)COc1ccc(C23CC4CC(CC(C4)C2)C3)cc1,15%,-9%,3%,-3%,-3%,-1%,8%,-2%
CCN(CC)C(=O)CC(c1cc(OC)c(OC)c(OC)c1)c1c(O)cc(OC)cc1OC (configuration not stated),.,-5%&-5%,3%,-2%&0%,.,.,0%,3%
CC(C)N1CN=C(Nc2nc3ccccc3o2)NC1,?,.,6%,3%,2%,8%,-5%,-8%
O=C(CSc1nc2c(sc3ccccc32)c(=O)n1CCCN1CCCC1)NCc1ccco1,-37%[inhibitor],10%,2%,?,11%,?,?,4%
CC(C)P(=O)(Cc1cccc(C#N)c1)C(C)C,0%,-2%,1%,?,3%,0%,2%,-1%
COc1ccc(S(=O)(=O)Nc2cc(C(=O)NCCCOC(C)C)ccc2N2CCOCC2)cc1,10%,5%,0%,6%,3%,?,-6%,7%
Cc1cccc(C)c1OCCNC(=O)C(=O)NCc1ccco1,.,2%,-2%,7%,10%,?,1%,0%
Cc1ccc(CNC(=O)CCC2CCCN(Cc3cccc4ncccc34)C2)o1 (configuration not stated),.,-2%,8%,-2%,-6%,3%,4%,2%
CCOc1cc(NC(=S)NCCCN2CCOCC2)c(OCC)cc1NC(=O)C(C)C,6%,3%,-8%,-16%,-7%,2%,1%,-8%
CSc1nc(C)nc(N/C=C(\C#N)S(=O)(=O)c2ccccc2Cl)n1,.,6%,8%,0%,.,.,2%,2%

# ALDH1A1 block, entries above that show a hit
compound | aGlu spleen mod | GoLoco inh red | aGal spleen mod | GAA inh | ALDH1A1 block | KDM4E inh | GAA glycogen
COc1ccc(N2C(=O)C3CCCCC3C2=O)cc1NC(=O)c1ccccc1 (configuration not stated) | -14% | 10% | -11% | ? | 0.89µM* | 4% | 18%
O=C(O)c1cc(N=Nc2ccc([N+](=O)[O-])cc2)ccc1O | 4% | 4%[14.2 µM] | -5% | . | 22µM*! | . | .
Cc1cccc(NNC(N)=S)c1 | 6% | -7% | 12% | 2% | 8.9µM* | -3% | ?
c1ccc2c(c1)nc(NC1CCCCC1)c1nncn12 | -3% | 5% | -2% | -1% | 10µM* | 8% | 9%

# Later entries
SMILES,SMN2 splice up,aGlu spleen mod,GoLoco inh red,aGal spleen mod,GAA inh,ALDH1A1 block,KDM4E inh,GAA glycogen
CCN1C(=O)c2ccccc2S(=O)c2ccc(C(=O)NCCCN3CCCC3=O)cc21 (configuration not stated),-6%,1%,2%,6%,10%,5%,6%,2%
Cc1ccc(-n2nnnc2SCC(=O)Nc2sccc2C#N)cc1,-5%,3%,45%[activator],1%,-4%,1%,10%,-2%
Cc1cccc(NC(=O)Nc2nnc(N3CCCCC3C)s2)c1C (configuration not stated),-12%,2%,-3%,-2%,-2%,11%,-5%,-14%
O=C(C[n+]1ccccc1)Nc1c(Cl)cc(Cl)cc1Cl,.,2%,140%[activator],4%,-8%,7.9µM*,-3%,-22%
Cc1ccc(-c2nn(-c3cccc(F)c3)cc2CN(Cc2nccn2C)C(C)C)o1,.,-3%,-27%,0%,.,?,?,4%
Cc1cc(C)c2c(n1)sc1c(-c3ccccc3)c(C#N)c(N)nc12,3%,2%,-22%,16%,2%,-7%,3%,5%
CCCCOc1ccc(/C(O)=C2/C(=O)C(=O)N(Cc3cccnc3)C2c2ccncc2)c(C)c1 (configuration not stated),-10%,-14%,-9%,0%,-5%,?,?,3%
NC(=O)c1nnn(-c2cccc(C(F)(F)F)c2)c1-c1ccccc1,.,-9%,1%,-6%,.,.,-20%,3%
CCC1(c2ccc(Cl)cc2)NC(=O)N(Cc2ccc(C(=O)OC)cc2)C1=O (configuration not stated),-40%[inhibitor],-6%,9%,12%,?,-3%,-6%,-8%
COc1ccc(OCC(=O)Nc2cc(OC)cc(OC)c2)cc1,7%,-9%,5%,4%,5%,2%,7%,-8%
O=C(Cn1nnc2c(cnn2-c2ccccc2)c1=O)NCc1cccs1,20%,3%,-2%,-8%,-6%,-7%,?,0%
C=CCn1c(CNC(=O)c2cccs2)nnc1SCC(=O)c1ccc(Br)cc1,1%,-7%,8%,5%,-8%,-2%,2%,1%
O=C(/C=C\Nc1ccc(S(=O)(=O)Nc2ncccn2)cc1)c1cccc2ccccc12,.,-2%,7%,9%,.,.,-7%,6%
CCCn1c(CCNC(=O)c2cccs2)nc2ccccc21,10%,-1%,-4%,3%,-1%,6%,11%,0%
Cc1ccc(NC(=O)c2cc(S(=O)(=O)NCCC3=CCCCC3)ccc2F)cc1F,-76%[inhibitor],-5%,0%,0%,?,-9%,9%,-11%
Cc1occc1-c1nnc(SCC(=O)Nc2nc(-c3ccccc3)cs2)o1,0%,-2%,6%,-4%,3%,1%,5%,-2%
Cc1cc(C(=O)CSc2ncccn2)c(C)n1Cc1ccco1,3.5µM*,1%,2%,8%,-2%,?,?,-17%
O=C(CS(=O)CC(=O)N(c1cccc(F)c1)C(C(=O)NC1CCCCC1)c1ccco1)Nc1ccc(F)cc1 (configuration not stated),-9%,-3%,2%,-9%,-12%,11%,2%,-3%
CCC(C)(C)n1nnnc1C(C(C)C)N(Cc1ccco1)Cc1cc2cc3c(cc2[nH]c1=O)OCO3 (configuration not stated),-19%,-3%,6%,5%,2%,?,?,21%
CCCc1[nH]nc2c1C(c1ccc(O)c(OC)c1)C(C#N)=C(N)O2 (configuration not stated),-5%,1%,-2%,10%,1%,?,-13%,?
COc1ncnc2c1oc1nc(CC(C)C)c3c(c12)CCCC3,1%,-11%,-2%,14%,-7%,14µM*,-2%,-5%
O=C1OC(Nc2ccc(F)c([N+](=O)[O-])c2)c2ccccc21 (configuration not stated),.,-9%,5%,5%,.,.,0%,14%
O=C(NCc1ccccn1)c1cccc(NS(=O)(=O)c2cccc(F)c2)c1,4%,0%,5%,-14%,-8%,14µM*,4%,2%
Cc1cccc(C2=N/C(=C\c3cccnc3)C(=O)O2)c1,0%,-6%,6%,-9%,-7%[15.4 µM],5%,?,1%
CCOc1cc(CN2CCN(CCc3ccccc3)C(CCO)C2)ccc1OC (configuration not stated),.,1%,4%,3%,-10%,4%,6%,-3%
# (further entries)
SMILES,SMN2 splice up,aGlu spleen mod,GoLoco inh red,aGal spleen mod,GAA inh,ALDH1A1 block,KDM4E inh,GAA glycogen
CCOC(=O)c1ccc(COc2nc3ccccc3nc2-c2ccccc2NC(C)=O)o1,-46%[inhibitor],-2%,-10%,-6%,0%,1%,1%,0%
COCCNC(=O)C(c1ccccc1C)N(CCOC)C(=O)Cn1nnc2ccccc21 (configuration not stated),-3%,3%,-8%,5%,-7%,11%,-8%,7%
Nc1c(-c2ccccc2)c(CSc2nc3ccccc3[nH]2)nn1-c1ccc(C(=O)O)cc1,.,-10%,.,-7%,4%,0%,6%,17%
Cc1cccc(C)c1NC(=S)N(C)CCc1ccccn1,8%,-5%,11%,-5%,3%,4%,-3%,-8%
Cc1cccc(-c2noc(-c3ccc(F)cc3)n2)c1,11µM*,11%,9%,-4%,-2%,-2%,-5%,8%
c1ccc(Cn2nnnc2-c2ccco2)cc1,6%,-4%,-3%,-1%,0%,?,1%,2%
O=C(C1CCCN(S(=O)(=O)c2ccc(Br)s2)C1)N1CCCCCC1 (configuration not stated),-54%[inhibitor],1%,-10%,-2%,-8%,5.6µM*,12%,-18%
COC(=O)c1nn(-c2ccc(C)cc2)c2nnc(Cc3ccccc3)c(=O)n12,-22%,2%,3%,0%,10%,?,6%,-8%
O=C1C2C3c4ccccc4C(c4ccccc43)C2C(=O)N1c1cccc2cccnc12 (configuration not stated),-19%,-6%,10%,-3%,-2%,?,17%,-2%
CC(C)CCOc1ccc(C2CC(=O)N(C)C2=O)cc1 (configuration not stated),.,-3%,14%,2%,-7%,10%,10%,-6%
CN1CCN(C(=O)c2ccc3c(c2)NC(=O)C(N2CCOCC2)S3)CC1 (configuration not stated),-22%,-8%,-5%,-6%,1%,-11%,6%,-4%

# The list is partial, so the mix of outcomes need not match the whole.
